# High-throughput results as filed in PubChem BioAssay.
# CHRM1 agonist: human M1 muscarinic receptor agonism. P11229. CHO-K1 hM1, Fluo-8 calcium fluorescence, agonist mode; 0% DMSO, 100% acetylcholine EC100. activation, % at 3 µM. 0.33% of 360,000 active. AID 588814;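 active = activation above the run's mean compound activation plus 3 SD, cut at about 16% in these data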;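 also: peak over basal fluorescence ratio within a 140 s kinetic read after compound addition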
# Target sequence (P11229 whole entry, looked up): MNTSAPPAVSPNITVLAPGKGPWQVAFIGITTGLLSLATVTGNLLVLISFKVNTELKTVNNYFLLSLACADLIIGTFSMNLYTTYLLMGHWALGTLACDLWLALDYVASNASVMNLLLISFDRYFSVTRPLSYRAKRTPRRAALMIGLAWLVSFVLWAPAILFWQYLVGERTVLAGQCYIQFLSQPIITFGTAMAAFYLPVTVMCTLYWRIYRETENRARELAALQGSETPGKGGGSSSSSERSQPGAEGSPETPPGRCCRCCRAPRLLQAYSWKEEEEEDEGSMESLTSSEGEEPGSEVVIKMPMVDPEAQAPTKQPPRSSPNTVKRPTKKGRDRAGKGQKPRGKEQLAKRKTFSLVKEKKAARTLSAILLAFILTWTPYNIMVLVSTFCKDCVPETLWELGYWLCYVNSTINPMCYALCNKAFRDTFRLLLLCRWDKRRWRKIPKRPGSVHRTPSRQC
# CHRM5 antagonist: antagonists of human muscarinic M5 receptor (CHRM5); inhibition, % at 3 µM; P08912; CHO-hM5 cells, Fluo-8 calcium fluorescence, ACh EC80; 0.59% of 360,000 active; AID 624040;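 active = inhibition above a per-plate cutoff, the mean of that plate's test compounds plus 3 SD, cut at about 27% in these data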;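 also: 0% = acetylcholine EC80 with DMSO and 100% = DMSO without agonist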
# Target sequence (P08912 whole entry, looked up): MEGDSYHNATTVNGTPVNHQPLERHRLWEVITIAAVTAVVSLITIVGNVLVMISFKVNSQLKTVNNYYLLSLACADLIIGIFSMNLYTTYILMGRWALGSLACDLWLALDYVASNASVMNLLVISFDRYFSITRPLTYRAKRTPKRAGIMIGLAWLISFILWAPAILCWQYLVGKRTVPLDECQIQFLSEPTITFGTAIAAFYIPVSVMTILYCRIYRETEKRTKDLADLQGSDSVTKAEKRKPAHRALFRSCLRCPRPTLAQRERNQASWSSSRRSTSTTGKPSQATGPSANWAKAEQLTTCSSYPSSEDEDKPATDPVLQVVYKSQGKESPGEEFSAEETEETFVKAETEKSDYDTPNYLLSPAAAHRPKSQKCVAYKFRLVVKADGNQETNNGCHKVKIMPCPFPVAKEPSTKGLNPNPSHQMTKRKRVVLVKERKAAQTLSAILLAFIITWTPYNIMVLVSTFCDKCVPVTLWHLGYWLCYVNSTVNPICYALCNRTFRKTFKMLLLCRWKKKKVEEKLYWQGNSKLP
# TAAR1 ag: human TAAR1 agonism; CHO RD-HGA16 TAAR1, Fluo-8 calcium fluorescence; vehicle wells 0%, saturating PEA agonist 100%; Q96RJ0; AID 624467; 0.99% of 360,000 active; activation, % at 3 µM;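 active = activation above the mean activation of all test compounds in the run plus 3 SD, cut at about 38% in these data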
#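 Signal – calcium-sensitive Fluo-8 signal, excitation 470-495, emission 515-575 nm · System – RD-HGA16 (CHO) cells co-expressing Gα16 and hTAAR1 · Incubation – 17-24 h seeding, 75 min 37 °C dye, 30 min RT · Compound dosing – 3 µM single concentration · Repeats – no replicates (n 1)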
# M1 antag: human CHRM1 antagonism. P11229. CHO-K1 hM1, Fluo-8 calcium fluorescence, ACh EC80 antagonist. inhibition, % at 3 µM. 1.3% of 360,000 active;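 active = percent inhibition above its own plate's cutoff, namely the mean of that plate's compound wells plus 3 SD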;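 also: peak over basal fluorescence ratio during 140 s after agonist addition; 0% = ACh EC80 plus DMSO and 100% = DMSO alone without agonist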
# CHRM5 agonist: agonists of human muscarinic M5 receptor (CHRM5). CHO-K1 hM5 cells, Fluo-8 calcium fluorescence; 0% DMSO wells, 100% maximal acetylcholine response. activation, % at 3 µM. 0.19% of 360,000 active;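 active = activation above the run's mean over test compounds plus 3 SD, cut at about 23% in these data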;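 also: signal is peak over basal fluorescence ratio across the kinetic read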
# CHRM1 PAM: potentiates human M1 receptor response to acetylcholine | CHO-K1 hM1, Fluo-8 calcium fluorescence, ACh EC20; 0% = ACh EC20, 100% = maximal ACh | AID 588819 | 0.088% of 360,000 active | activation, % at 3 µM | P11229; in the data active = activation above about 19%, passing the limit was not always enough
# M4 ag: CHRM4 agonism in calcium assay | 0.14% of 360,000 active | AID 624127 | P08173 | CHO-K1 hM4/Gqi5, Fluo-8 calcium fluorescence; vehicle 0%, full acetylcholine response 100% | activation, % at 3 µM;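 active = activation above the run mean over all test wells plus 3 SD, cut at about 32% in these data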;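 also: peak over basal fluorescence ratio per well then scaled between controls; 0% = DMSO wells and 100% = acetylcholine at EC100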
# CHRM4 antagonist: CHRM4 antagonism in calcium assay; CHO-hM4 cells, ACh EC80, Fluo-8 calcium fluorescence; AID 624125; P08173; 0.73% of 360,000 active; inhibition, % at 3 µM;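 active = inhibition above its plate's cutoff, the mean inhibition of sample wells plus 3 SD, cut at about 27% in these data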;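 also: 0% = acetylcholine EC80 with DMSO and 100% = DMSO without agonist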
# M5 PAM: positive allosteric modulators of human muscarinic M5 receptor | P08912 | 0.3% of 360,000 active | activation, % at 3 µM | CHO-K1 hM5, Fluo-8 calcium, ACh EC20 PAM; 0% = ACh EC20, 100% = ACh EC100;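 active = activation above the run cutoff, the mean activation of all test compounds plus 3 SD, cut at about 18% in these data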
#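 Measured by: Fluo-8 calcium fluorescence; material: human M5 receptor in CHO-K1 cells; schedule: Post-acetylcholine fluorescence recording 140 s; benchmarks: low control EC20 acetylcholine (0%), high control EC100 acetylcholine (100%); read-out: Max/basal fluorescence ratio as % of EC20–EC100 ACh window; compound: single dose, 3 µM nominal final test concentration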
# Numbers without * were called inactive; nt = no result given; & = joins results of further samples.
SMILES,CHRM1 agonist,CHRM5 antagonist,TAAR1 ag,M1 antag,CHRM5 agonist,CHRM1 PAM,M4 ag,CHRM4 antagonist,M5 PAM
CCn1c(C2CCN(Cc3ccccc3)CC2)n[nH]c1=S,-7,-2,-1,5,-16,-3,1,-13,7
COc1ccc(-c2ccc3sc4ccccc4c(=O)c3c2)cn1,0,6,0,1,-1,1,1,-14,3
Cc1nc(NCCCO)c(C#N)c2c1COC(C)(C)C2,-2,1,1,-15,-2,7,1,-6,-2
Cc1cc2nc(C(C)(C)C)c(CC3CCCCC3)n2c(C)c1Br,nt,7,0,nt,3,nt,0,3,-6
S=c1[nH]nc(COc2ccccc2)n1C1CCCCC1,-7,-7,-2,-7,-10,-7,3,-23,-8
Cc1cc(C(=O)Nc2ccc3c(c2)OCCO3)co1,-5,-8,5,-6,1,9,-1,5,4
Cc1cccc(N2CC(C(=O)Nc3nnc(SCC(=O)Nc4cc(C)on4)s3)CC2=O)c1 (stereo unspecified),2,-1,0,4,0,-1,1,1,3
COCCCNC(=O)CC(NS(=O)(=O)c1ccc(F)cc1)c1ccc(OC)cc1 (stereo unspecified),-2,-8,0,-8,1,3,1,-6,5
Cc1cc(C)cc(-n2ncc3c2CCCC3NC(=O)c2csnn2)c1 (stereo unspecified),-2,-4,0,0,-4,5,1,-1,1
CCCN(CCC)CCCNC(=O)Cn1cnc2sc(C)c(S(=O)(=O)N3CCC(C)CC3)c2c1=O,-12,-1,0,-12,-7,5,0,2,5
CC1CN(c2nc3ccccc3cc2-c2ccccc2)CC(C)O1 (stereo unspecified),-6,-25,9,-9,2,0,-1,-3,16
COc1ccccc1NC(=O)CN1CCC(n2c(C)nc3cc(F)ccc32)CC1,1,6,22,-7,2,3,9,2,0
Cc1ccccc1C(=O)OCC(=O)NCc1ccco1,1,-7,0,-24,1,21,2,22,2
CC1CCN(CC(O)COc2cccc(F)c2)CC1 (stereo unspecified),-5,-2,-1,-4,-2,-1,1,-7,-3
O=C(CCNS(=O)(=O)c1cccs1)NCc1ccco1,-3,0,5,-12,-1,8,1,9,-2
C[C@@H]1CN([C@H](C)CO)C(=O)c2c(c3ccccc3n2C)-c2ccccc2CO[C@@H]1CN(C)C(=O)Nc1ccc2c(c1)OCO2,1,-13,3,-5,2,3,8,-30,9
O=C(Cn1cnc2ccccc21)Nc1cccc(S(=O)(=O)N2CCCC2)c1,-8,-3,nt,17,-11,-11,2,7,0
CCS(=O)(=O)Nc1cccc(C2=NN(C(=O)c3ccco3)C(c3ccco3)C2)c1 (stereo unspecified),1,9,6,-6,1,11,-1,12,-2
Cc1c(NC(=O)/C(C#N)=C\c2cccs2)c(=O)n(-c2ccccc2)n1C,-12,0,1,-7,-5,1,0,2,-1
COc1cc(/C=C(\C#N)c2nc3ccccc3[nH]2)ccc1OC(=O)c1ccco1,2,3,11,8,8,-16,10,-3,-6
C/C=C/C(=O)Nc1cccc(C(F)(F)F)c1,-5,-2,13,-6,-4,2,0,-3,3
O=C(C1CCN(S(=O)(=O)N2CCOCC2)CC1)N1CCN(c2ccc(F)cc2)CC1,-2,9,4,-4,5,6,2,3,-2
Cc1cccc(OCCCC(=O)NCc2ccco2)c1,-3,-1,nt,-6,-2,0,0,6,2
COc1ccc(CNC(=S)Nc2cccc(C)c2C)cc1,-3,1,-1,-31,-6,6,2,1,5
CC(C)(C)c1ccc(C(=O)CC(=O)c2cc(Cl)ccc2O)cc1,-6,-7,12,14,1,-18,-1,-4,5
O=C(NCc1ccccc1C(F)(F)F)C1CC(c2ccc(C(F)(F)F)cc2)=NO1 (stereo unspecified),-1,4,1,-4,-2,6,5,8,-1
Cc1ccc(C(O)c2ncc(-c3cccc4ccccc34)[nH]2)c(C)c1 (stereo unspecified),0,-1,-2,-9,1,1,6,-10,-3
CN(Cc1ccc(OC(F)F)cc1)Cc1nc2c(Br)cc(Br)cc2c(=O)[nH]1,-4,7,2,0,-4,4,3,-1,-8
COc1ccc(OCCCC(=O)Nc2ccc(N3CCOCC3)cc2)cc1,-2,2,0,-2,2,4,1,6,4
O=S(=O)(NCCOCC(F)(F)C(F)F)c1ccc2oc3ccccc3c2c1,-2,3,2,10,-7,-9,6,-2,-29
C[C@@H]1CN([C@@H](C)CO)C(=O)CCCn2cc(nn2)CO[C@H]1CN(C)S(=O)(=O)c1cccc(C#N)c1,-9,-2,0,-6,0,-1,0,12,2
Cc1cc2ccccn2c1C(=O)c1ccc(NN)c([N+](=O)[O-])c1,-5,-6,5,7,1,-2,7,-12,-7
CCOC(=O)CCC(=O)N(CCN(C(=O)CCC(=O)OCC)c1ccccc1)c1ccccc1,-4,-3,0,-7,-1,6,1,-6,-2
CCOc1ccc(-c2nc(CSc3nnc(C)s3)cs2)cc1OC,-2,2,3,-8,3,0,2,3,-3
O=C(CN(Cc1ccccc1)C(=O)CCl)c1cccc(Br)c1,-7,13,11,1,-4,-2,2,6,-4
COc1ccccc1OCC(=O)NNC(=O)Nc1ccccc1,1,0,3,3,2,4,1,6,8
N#Cc1c(C(F)(F)F)cc(-c2ccc(F)cc2)[nH]c1=O,-5,11,2,0,-5,2,1,6,-3
COc1ccc(-c2csc(NC(=O)CS(=O)(=O)c3ccc(F)cc3)n2)cc1OC,3,1,14,-1,11,-1,13,-8,-11
Cc1ccc2nsnc2c1S(=O)(=O)N(Cc1ccco1)Cc1cc2cccc(C)c2[nH]c1=O,-1,20,nt,25,4,-8,17,10,-14
CCCCN(C(=O)CCC(=O)Nc1cc(C)on1)C(C(=O)NC1CCCC1)c1ccccc1C (stereo unspecified),-6,11,-2,-11,-3,5,-3,3,-1
CC(=O)N1c2ccc(S(=O)(=O)NCCC(=O)N3CCCC(C)C3)cc2CC1C (stereo unspecified),-3,10,3,4,1,-1,3,4,0
O=C(NCc1ccccc1)c1cccc(NC(=O)C2CC2)c1,-2,9,1,4,1,-5,1,-6,-6
O=C(/C=C/c1ccc(Br)cc1)N1CCN(c2cccc(C(F)(F)F)c2)CC1,-8,9,-2,13,-3,-10,0,-4,-13
O=C(O)C1Nc2c(C(=O)N3CCOCC3)cccc2C2C=CCC12 (stereo unspecified),-3,11,nt,-14,-1,7,0,4,1
CN1CCN(C(=S)Nc2ccc(Oc3ccccc3)cc2)CC1,-8,8,15,1,-4,2,6,-3,-1
CSc1ccc(-c2nnn(Cc3ccc(Br)cc3)n2)cc1,-2,-3,13,-5,-4,-4,2,-8,-7
COc1ccc(CC(=O)NCC2(c3ccc(OC)c(OC)c3)CCCC2)cc1,-10,1,2,-5,1,9,0,-5,9
Cc1cc(C)c(OCCCCN2CCNCC2)c(C)c1,-2,-4,26,-16,1,9,0,30*,5
COc1ccc(/C=N/NC(=O)CC(=O)NCc2cccnc2)cc1,-3,-5,6,-4,-2,2,0,-7,-2
CC1(C)N=C(N)N=C(N)N1c1cccc(CC(=O)Nc2ccccc2)c1,-9,2,2,-2,-1,0,1,-1,0

# Limited to CHRM5 antagonist, M5 PAM and CHRM1 PAM, for some of the entries so far:
compound	CHRM5 antagonist	M5 PAM	CHRM1 PAM
Cc1cc(C)c(OCCCCN2CCNCC2)c(C)c1	-4	5	9
COc1ccc(/C=N/NC(=O)CC(=O)NCc2cccnc2)cc1	-5	-2	2
CC1(C)N=C(N)N=C(N)N1c1cccc(CC(=O)Nc2ccccc2)c1	2	0	0

# More structures:
SMILES,CHRM1 agonist,CHRM5 antagonist,TAAR1 ag,M1 antag,CHRM5 agonist,CHRM1 PAM,M4 ag,CHRM4 antagonist,M5 PAM
CC1C(=O)Nc2ccc(S(=O)(=O)N3CCN(c4cccc(Cl)c4)CC3)cc2NC1=O (stereo unspecified),-7,12,2,18,1,-18,13,10,-10
COCCCNC(=O)C[C@H]1C[C@H](C(=O)N2CCCCC2)[C@@]2(C)c3[nH]c4ccc(Cl)cc4c3CCN2C1=O,-3,-3,-2,-13,-1,8,0,-18,-5
Cc1ccc(C(=O)NC(=S)N2CCN(c3cc(C)ccc3C)CC2)cc1,-5,-1,2,-11,-3,5,1,-3,6
CC(=O)c1ccc(OCCCN2CCCCC2)cc1,-7,-1,3,14,-7,-20,1,8,-3
Cc1ccc(NC(=O)/C(C#N)=C/c2cccs2)c(C)c1,-4,1,6,-14,-5,8,1,4,0
O=C(NC1CC1)c1cccc(NC(=O)C2CCC2)c1,-3,7,1,-3,1,-1,1,-3,-6
CC1CC(C)CN(C(=O)COC(=O)Cc2ccc(Br)cc2)C1 (stereo unspecified),-3,8,5,-8,-5,6,-1,10,0
COc1ccc(O)c(C(=O)c2cnn(C(=O)c3cccc(N(C)C)c3)c2)c1,-4,8,8,-1,1,-4,1,11,-1
COc1ccc(-n2c(-c3ccc(Br)cc3)c[n+]3c2CCc2ccccc2-3)cc1,-10,17,1,44*,-10,-28,1,18,-11
COc1ccc2sc(N(CCN(C)C)C(=O)c3cc(Cl)sc3Cl)nc2c1,3,12,5,13,-12,-9,0,4,-4
O=C1C(Cc2ccccc2)Nc2ncnc(N3CCN(c4ccccc4)CC3)c2N1Cc1ccc(Br)cc1 (stereo unspecified),1&-3,-6&1,-1,-4&-3,-2&0,12&3,0&-1,0&-7,5&-1
CCn1c(=O)n(CC(=O)N2CC(C)CC(C)C2)c(=O)c2ccccc21 (stereo unspecified),-4,0,1,-6,-1,4,0,-2,3
COc1ccc(-c2oc3ccccc3c2C#Cc2cncn2C)cc1,-8,0,1,-2,-4,4,0,12,3
CCOC1=C2[C@H](c3cccs3)N(S(=O)(=O)c3ccc(C)cc3)C[C@H]2n2c(=O)n(-c3ccccc3)c(=O)n2C1,5,-5,6,-12,1,6,1,-11,-3
CCOC(=O)c1[nH]c2ccc(OC)cc2c1NC(=S)N1CCN(C(=O)OCC)CC1,5,2,1,-22,2,15,1,1,-2
O=C(CN1C(=O)NC2(CCCCC2)C1=O)NCCc1ccccc1,-4,-1,8,-11,3,5,2,-10,5
CCOC(=O)c1sc(=NC(=O)c2ccc(F)cc2)n(C)c1C,-1,-1,0,-5,-5,2,1,-6,-5
CCN(C(=O)Cn1nc(C)n2c(cc3cc(C)ccc32)c1=O)c1ccccc1,-2,-3,1,-8,-4,4,0,7,0
COC(=O)c1ccc2nc(NC(=O)CSCC(=O)OCC(=O)c3ccccc3)sc2c1,-6,4,2,9,-1,-2,4,10,-14
COc1ccc(N=C2S/C(=C\c3cccs3)C(=O)N2CC(C)C)cc1,0,2,3,10,2,-3,0,5,-2
COc1cc(NC(=O)Nc2cccc(Cl)c2)c(C(=O)O)cc1OC,-2,21,3,-18,-3,8,0,-4,-8
CN=C(N)NCCC[C@H](N)C(=O)O,-3,4,4,-34,2,4,1,5,-6
Cc1cc(=O)oc2cc(OCC(=O)OCC(=O)NCc3ccc4c(c3)OCO4)ccc12,-3,4,5,-4,-7,4,1,-2,-4

# Not all compounds are listed; rates above refer to the full screens.
